TRPML3 ag: activates the human TRPML3 channel | Q8TDD5 | HEK293 TRPML3-YFP, Fluo-8 calcium fluorescence; 100% = the carbachol control signal | activation, % at 3 µM | hit rate 0.29% among 220,000;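 active = activation above its plate's cutoff, the mean activation of the plate's test wells plus 3 SD, cut at about 12% in these data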;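 note: 0% = DMSO only wells and 100% = carbachol wells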
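Test system: TRPML3-YFP stable HEK293 cells. Doses: single point at 3 µM. Incubation: dye loading 1 h 37 °C then 30 min ambient, 125 s read. Signal: Fluo-8 calcium dye fluorescence, ex 470-495, em 515-575 nm. Measure: percent activation from peak-to-basal fluorescence ratio, scaled between DMSO and carbachol.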
TbHK1 inh: T. brucei hexokinase 1 inhibition. recombinant TbHK1, G6PDH-coupled NADH A340. inhibition, % at 10 µM. hit rate 0.11% among 220,000. AID 1430;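 active = inhibition of 50% or more in the single-dose primary screen; inactive = inhibition below 50%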
m-calpain inh: inhibitors of pig calpain II. AID 1236. hit rate 0.37% among 220,000. inhibition, % at 16 µM. purified calpain II, fluorogenic peptide substrate, 30 min;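 active = inhibition above about 50%, limit read from the data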
Furin inhibitor: inhibitors of human furin | P09958 | purified furin, fluorogenic substrate cleavage | inhibition, % at 30 µM | hit rate 0.061% among 220,000; in the data active = inhibition above about 25%; note: inactives centre near -15
TRPN1 ag: zebrafish TRPN1 (NompC) channel agonism; hit rate 0.18% among 220,000; AID 1424; HEK293 zebrafish TRPN1-YFP, Fluo-8 calcium fluorescence; 100% = response to 87 µM carbachol; activation, % at 3 µM;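 active = activation above its plate's cutoff, the mean activation of test wells on that plate plus 3 SD, cut at about 19% in these data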;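 note: 0% = DMSO alone and 100% = 87 µM carbachol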
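Material: zebrafish TRPN1-YFP in HEK293 cells; Doses: single test compound dose, 3 µM nominal, 0.3% DMSO; Timing: dye loading 1 h at 37 °C, then 30 min room temperature; Technique: intracellular calcium fluorescence with Fluo-8; Benchmarks: high carbachol 87 µM, low DMSO alone.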
Thrombin inh: thrombin (human) inhibition | hit rate 0.26% among 220,000 | alpha-thrombin, Boc-VPR-AMC fluorogenic substrate cleavage | inhibition, % at 5 µM | AID 1046;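 active = inhibition at or above 40%; inactive = inhibition below 40%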;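 note: 0% = enzyme with no compound and 100% = wells without enzyme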
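Test system: human alpha-thrombin protein / Dosing: one concentration per compound, 5 µM, with 0.2% DMSO / Medium: pH 7.5 Tris-saline with Tween 20 / Benchmarks: no-compound enzyme wells and no-enzyme blanks / Read-out basis: percent inhibition of thrombin substrate cleavage / Timing: reaction at room temperature / Measured by: fluorescence, ex 355 nm, em 460 nm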
EBV gp42 block: inhibitors of Epstein-Barr virus glycoprotein 42; AID 1085; Fluorescence polarization binding assay, mP read-out; inhibition, % (tested at 21.74 µM); hit rate 0.42% among 220,000; in the data active = inhibition above about 50%
KCC2 mod: modulates chloride dependent transport by human KCC2; hit rate 2.2% among 190,000; KCC2 cells, thallium flux FluoZin-2 fluorescence; B-score of Tl+ flux slope (higher = more flux/activation; lower = inhibition) at 10 µM; Q9H2X9; AID 1456;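 active = thallium flux slope and its plate-corrected score both differing from the plate sample mean at a set confidence after two filtering rounds, in either direction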;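 note: slope of fluorescence scaled to starting intensity during 10 to 20 s after thallium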
Target sequence (Q9H2X9 whole entry, looked up): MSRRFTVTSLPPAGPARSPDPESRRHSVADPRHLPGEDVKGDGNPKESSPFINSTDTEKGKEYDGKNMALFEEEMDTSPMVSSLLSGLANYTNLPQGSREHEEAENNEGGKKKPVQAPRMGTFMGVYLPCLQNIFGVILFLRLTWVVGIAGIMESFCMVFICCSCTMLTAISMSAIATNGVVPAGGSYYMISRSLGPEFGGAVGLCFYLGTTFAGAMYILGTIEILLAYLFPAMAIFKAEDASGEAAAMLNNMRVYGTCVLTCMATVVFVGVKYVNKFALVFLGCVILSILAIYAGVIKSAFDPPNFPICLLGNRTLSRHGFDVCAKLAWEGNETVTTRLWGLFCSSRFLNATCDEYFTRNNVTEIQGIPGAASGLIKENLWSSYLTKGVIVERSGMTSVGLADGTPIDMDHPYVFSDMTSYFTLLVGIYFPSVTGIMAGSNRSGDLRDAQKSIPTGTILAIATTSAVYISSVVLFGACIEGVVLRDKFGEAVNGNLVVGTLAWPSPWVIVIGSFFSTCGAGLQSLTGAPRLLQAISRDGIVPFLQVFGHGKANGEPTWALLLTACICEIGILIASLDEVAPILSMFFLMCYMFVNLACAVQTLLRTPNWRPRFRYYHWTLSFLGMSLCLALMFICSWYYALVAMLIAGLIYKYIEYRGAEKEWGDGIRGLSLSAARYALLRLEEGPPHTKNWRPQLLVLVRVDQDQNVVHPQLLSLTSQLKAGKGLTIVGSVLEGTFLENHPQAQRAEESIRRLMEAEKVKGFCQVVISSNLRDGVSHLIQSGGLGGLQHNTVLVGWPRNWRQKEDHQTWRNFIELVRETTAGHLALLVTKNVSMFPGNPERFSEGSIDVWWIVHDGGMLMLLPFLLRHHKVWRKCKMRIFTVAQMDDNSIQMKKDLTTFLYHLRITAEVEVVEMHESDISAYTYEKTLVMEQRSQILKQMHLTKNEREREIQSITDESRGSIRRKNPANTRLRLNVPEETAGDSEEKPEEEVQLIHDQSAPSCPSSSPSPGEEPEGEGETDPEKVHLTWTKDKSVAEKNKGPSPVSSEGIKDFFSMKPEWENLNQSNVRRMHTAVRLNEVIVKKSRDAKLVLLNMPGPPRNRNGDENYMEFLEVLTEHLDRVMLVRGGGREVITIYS
PPC-1+TRAIL kill: compounds killing PPC-1 cancer cells with TRAIL present (potentiator screen, no TRAIL-free arm); PPC-1 cells + TRAIL, ATPLite viability luminescence; AID 1443; cell killing (% activity), % at 4 µM; hit rate 0.41% among 220,000;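 active = cell killing above 50% in the first pass at 4 µM, then a duplicate retest at 5 µM averaging 50% or more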;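 note: plate controls were cells with TRAIL plus DMSO for no effect and medium-only wells lacking cells for full effect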
* = called active by the depositor; i = inactive; nt = not tested or not shown; [ ] = dose if it differs, or a comment. The order is random. About 3.6% of those tested had a hit in this group.

SMILES	Thrombin inh	TbHK1 inh	TRPN1 ag	KCC2 mod	Furin inhibitor	TRPML3 ag	EBV gp42 block	PPC-1+TRAIL kill	m-calpain inh
CC1(C)CC(C)(O)P(=O)(c2ccccc2)O1 (stereo not drawn)	-5	-2	-0.6	-0.79	-8	0.5	-7	8	3
FC(F)(F)c1ccc(N2CCN(c3ncnc4c3nnn4Cc3ccccc3)CC2)nc1	-2	1	-0.8	nt	-9	0.8	-9	-21	-16
C#CCOCCOCCOCCNc1nc(N2CCN(C(=O)[C@H](Cc3ccc(O)cc3)n3cc([C@@H](N)C(C)CC)nn3)CC2)nc(N2CCN(C(=O)[C@H](CCCCN)n3cc([C@@H](N)CO)nn3)CC2)n1 (stereo partly drawn)	-3	1	-0.6	0.94	-20	0.7	-12	6	-6
COCCn1c(-c2ccc(C#N)cc2)nc2c1c(=O)[nH]c(=O)n2Cc1ccccc1	-11	-4	0.6	0.77	-46	1.0	-6	16	i
NC(=O)c1cccnc1Oc1ccc(Cl)cc1Cl	1	-4	0.3	nt	-16	1.2	-1	-12	-14
O=C(CN1C(=O)c2ccccc2S1(=O)=O)NCCSC1CCCCC1	0	6	-0.5	0.27	-11[20 µM]	0.1	-32	20	22
O=C1C(Cl)=C(NCCc2ccccc2)C(=O)N1CCc1ccccc1	2	2	-0.5	-0.66	-13[20 µM]	0.5	-38	1	-168
CN(C)S(=O)(=O)c1ccc(/C(O)=C2/C(=O)C(=O)N(Cc3cccnc3)C2c2ccncc2)cc1 (stereo not drawn)	-2	-29	0.8	nt	0	0.3	-18	24	-2
Cc1ccc(OCC(=O)N2CCCCCC2)c(C)c1	6	-1	-1.4	0.92	-22[20 µM]	-0.1	-27	5	8
O=C(/C(=N\Nc1ccccc1)Sc1nnnn1-c1ccccc1)c1ccccc1	-5	-7	0.3	0.65	-20	0.2	5	7	-12
CC/C(=N\NC(=O)Nc1nonc1N)c1ccc(OC)c(OC)c1	-5	-7	-1.3	-0.35	-19	0.0	-28	-7	0
CCNC(=O)COC(=O)c1ccc(-n2nc(C)cc2C)cc1	-6	-4	0.1	0.83	-19	-2.1	-2	-5	-4
CS/C(=N\S(=O)(=O)c1cccs1)Nc1ccc(F)c(Cl)c1	-5	-1	-0.9	-0.97	-23	-0.3	-1	15	-4
COc1ccc(OCCC(=O)NCc2ccccc2)cc1	4	5	0.9	0.16	17[20 µM]	0.5	-10	10	0
CC(CN1CCN(C)CC1)OC(=O)c1ccccc1Cl (stereo not drawn)	-8	-2	1.1	-0.96	-14	0.8	-21	3	22
CC1(C)CC(CCC(=O)NC(=S)Nc2ccccc2Cl)C(=O)O1 (stereo not drawn)	-5	2	0.2	-0.14	-23	1.1	4	-2	-10
CN1CCN(Cc2nc(Cc3cccc(F)c3)no2)CC1c1ccccc1 (stereo not drawn)	-7	-16	0.9	0.25	-31	0.8	-6	20	-14
Nc1nc(-c2cccnc2)nn1C(=O)c1ccco1	22	-7	0.8	-1.3	-20[20 µM]	1.0	-13	5	-27
CC(C)NC(=O)C(OC(=O)c1ccccc1)C(OC(=O)c1ccccc1)C(=O)O (stereo not drawn)	-2	-4	-0.5	nt	-11	0.7	3	-15	-13
COc1ccc(-c2[nH]c3ccccc3c2SCCNC(=O)c2ccccc2)cc1	-2	3	-1.4	-0.13	1	-0.9	22	13	29

Given with two lines to a compound: 2 of the compounds above
Value order: Thrombin inh | TbHK1 inh | TRPN1 ag | KCC2 mod | Furin inhibitor | TRPML3 ag | EBV gp42 block | PPC-1+TRAIL kill | m-calpain inh
Cc1ccc(OCC(=O)N2CCCCCC2)c(C)c1
 : 6 | -1 | -1.4 | 0.92 | -22[20 µM] | -0.1 | -27 | 5 | 8
O=C(/C(=N\Nc1ccccc1)Sc1nnnn1-c1ccccc1)c1ccccc1
 : -5 | -7 | 0.3 | 0.65 | -20 | 0.2 | 5 | 7 | -12

In a second layout: entries from further up
Under each structure – Thrombin inh	TbHK1 inh	TRPN1 ag	KCC2 mod	Furin inhibitor	TRPML3 ag	EBV gp42 block	PPC-1+TRAIL kill	m-calpain inh
> FC(F)(F)c1ccc(N2CCN(c3ncnc4c3nnn4Cc3ccccc3)CC2)nc1
→ -2	1	-0.8	nt	-9	0.8	-9	-21	-16
> C#CCOCCOCCOCCNc1nc(N2CCN(C(=O)[C@H](Cc3ccc(O)cc3)n3cc([C@@H](N)C(C)CC)nn3)CC2)nc(N2CCN(C(=O)[C@H](CCCCN)n3cc([C@@H](N)CO)nn3)CC2)n1 (stereo partly drawn)
→ -3	1	-0.6	0.94	-20	0.7	-12	6	-6

Additional results
SMILES	Thrombin inh	TbHK1 inh	TRPN1 ag	KCC2 mod	Furin inhibitor	TRPML3 ag	EBV gp42 block	PPC-1+TRAIL kill	m-calpain inh
CCn1c(=O)[nH]c2ccccc2c1=O	2	-4	-0.7	0.72	-5[20 µM]	0.8	-6	-7	10
Cc1cccc(C=Nc2ccc3c(c2)oc2ccccc23)c1O	-7	-23	-0.3	-1.9	-10	0.0	-9	15	-8
O=C(O)c1ccccc1C(=O)NCC(O)c1ccccc1 (stereo not drawn)	-4	2	0.4	nt	-15	0.3	-2	-3	2
COc1ccc(-c2cc(-c3ccco3)[nH]c(=O)c2C#N)cc1OC	-1	-26	2.8	-1.7	-3	1.0	6	8	-157
CC1=C(C(=O)Nc2ccc(Br)cc2)C(c2ccco2)NC(=O)N1 (stereo not drawn)	12	-3	-0.1	0.19	-14[20 µM]	0.2	-1	-6	9
COc1ccc(C(=O)NCC(C)CN(C)C)cc1 (stereo not drawn)	1	2	0.9	nt	-25	0.9	-8	12	8
C=CCOC(=O)C(C#N)c1nc2ccccc2nc1N1CCN(c2ccccc2OC)CC1 (stereo not drawn)	0	-9	-0.6	-0.14	-22	0.6	-28	22	-38
C=CCn1c(SCCN2CCCC2)nc2c([nH]c3ccccc32)c1=O	-9	-6	0.6	-1.1	-22	0.0	-23	-13	12
CCN(CC)S(=O)(=O)c1ccc(N2CCOCC2)c(NC(=O)C2COc3ccccc3O2)c1 (stereo not drawn)	4	5	-1.0	0.037	4	0.7	-3	0	4
O=C(Cc1ccccc1F)OCC(=O)N1CCN(C(=O)c2ccco2)CC1	-20	-3	0.1	1.4	-31	0.9	-4	15	11
Cc1oc(-c2ccccc2Cl)nc1CS(=O)CC(=O)NCc1cccs1 (stereo not drawn)	-7	-1	-0.9	nt	-21	-1.2	-19	-5	-9
COC(=O)c1cccc(NS(=O)(=O)c2ccc(NC(C)=O)cc2)c1C	2	3	4.0	-0.075	-7[20 µM]	2.0	-8	0	-20
CCc1nnc(NC(=O)CSc2nnc(-c3cc4ccccc4cc3O)n2CCOC)s1	3	-6	-0.8	-0.24	-6	-1.1	-23	19	-24
COc1ccc(C2C(C#N)=C(N)Oc3c2ccc2cccnc32)cc1OC (stereo not drawn)	-5	-5	0.1	-0.21	-13	0.7	-10	13	-8
Cc1ccc(C)c2[nH]c(=O)c(CN(Cc3cccs3)C(=S)NCc3ccco3)cc12	2	-4	-0.4	0.054	-16	0.1	-17	9	-61
CC(C)(C)C(=O)N1NC(=Nc2ccccc2)SC1(C)C	6	-7	-0.2	0.27	-5	-0.8	8	-5	16
COc1ccc(NC(=O)CSc2nnc(-c3ccccn3)n2N)cc1	8	-5	0.1	nt	-6	-0.1	-9	13	-20
O=C(Nc1cccnc1)c1ccc2snnc2c1	-4	13	1.4	0.41	-7	0.9	-18	-3	7
O=S(=O)(c1cc(-c2nnc(-c3ccc(Br)cc3)o2)ccc1Br)N1CCCCCC1	5	-11	-0.2	0.26	-13[20 µM]	0.7	-12	3	-22
O=C(Cc1c2ccccc2nc2ccccc12)c1ccccc1	-3	-11	-0.8	0.36	-21	1.3	4	-4	-34
Cc1noc2c1C(c1ccc(N(C)C)cc1)C1=C(CC(C)(C)CC1=O)N2 (stereo not drawn)	4	-23	0.2	-0.62	-27[20 µM]	0.7	-24	-7	-2
N#Cc1cccc(NC(=O)Cc2ccccc2)c1	-2	8	0.9	0.24	-15	0.3	1	7	42
Cc1ccc(S(=O)(=O)/N=S(/c2ccccc2)C(C)C)cc1 (stereo not drawn)	4	-5	-1.4	0.54	-13	0.3	-15	1	-21
CCCCCN1CC(O)=C(c2ccccc2)C1=N	-5	1	4.4	0.05	-6[20 µM]	0.3	9	13	0
NCCc1nc(-c2ccccc2)cs1	-7	-7	1.4	0.2	-18	1.2	-5	-2	21
O=C(Nc1nc(=O)c2ccccc2s1)c1ccccc1	-14	-3	0.3	42*	-14[20 µM]	1.0	-6	26[5 µM]	-23
CCOC(=O)c1cccc(-c2ccc(C=O)o2)c1	-7	-36	-0.3	-0.1	-3	0.2	-20	26	8
CCOC(=O)c1cnc(-n2nc(C)cc2C)nc1NNc1nc(C)cc(C)n1	-11	-8	0.9	-0.044	-28	0.4	-9	7	-15
COc1cccc(N=C(N)N=C(N)N)c1	-5	-11	0.6	-0.22	-19	0.2	-4	4	-19
S=c1[nH]nc(-c2cc3ccccc3o2)n1Cc1ccccc1	1	3	-1.0	28*	-8[20 µM]	-0.5	-16	12	i
O=c1cc(CO)oc(C(Nc2cccc([N+](=O)[O-])c2)c2ccccn2)c1O (stereo not drawn)	2	1	-0.1	-0.12	-15	1.4	-5	-2	0
Cc1cccc2cc(-c3nc4c(C)cccn4c3NCc3ccco3)c(=O)[nH]c12	2	-23	-1.4	-1.7	-12[20 µM]	0.9	-17	-14	14
CNC(=O)CN(c1cc(OCCOC)c(Cl)cc1Cl)S(=O)(=O)c1ccc(OC)cc1	-3	-1	0.0	-0.021	-31	1.5	-25	-8	-40
C=CCn1c(SC(C)C(=O)NCc2ccc3c(c2)OCO3)nnc1C1CCCCC1 (stereo not drawn)	-3	-2	-1.4	-0.69	-11	0.5	-11	13	28
COc1cccc(C(=O)NCc2n[nH]c(=S)n2-c2cccc(C)c2)c1	0	1	-0.1	0.35	-24	0.3	-7	1	-4
CC(=O)c1sc2c(c1OC(=O)c1ccc(Cl)cc1Cl)c(=O)n(-c1ccccc1)c(=S)n2-c1ccccc1	3	-50	0.0	-0.22	0	-0.3	-12	29[5 µM]	-12
O=C(COc1ccc2ccc(=O)oc2c1)Nc1ccc(N2CCOCC2)cc1	-3	-5	0.7	0.82	-32	0.8	-28	-1	-104
COc1ccc(C=C(C(C)=O)C(C)=O)cc1OC	7	-38	1.5	0.084	-13[20 µM]	1.0	-15	19	-18
C[C@]12CCC3C(CC=C4C[C@@H](O)CC[C@@]43C)C1CCC2[C@]1(C)CCC(=O)O1 (stereo partly drawn)	15	19	0.9	0.37	3	-0.2	1	22	33
CN(C(=O)COC(=O)c1ccc(Cl)nc1)C1CCS(=O)(=O)C1 (stereo not drawn)	-9	0	-0.3	0.094	-31	0.6	-8	-9	15
CCOc1ccc2nc(SCC(=O)NC(=O)C(C)C)sc2c1	1	3	-1.2	-0.47	-17	-1.2	-15	0	41
COc1ccc2cc(Br)ccc2c1CC(=O)NC(C)(C)C	-8	0	0.5	-1.7	-23	0.1	0	34	1
COc1ccc(C2=NOC(C(=O)O)C2)cc1 (stereo not drawn)	3	-6	0.1	-1.1	-9[20 µM]	-0.6	-10	12	-46
